TAG inh – reduces triacylglycerol accumulation in H9c2 cells; Nile Red lipid (TAG) fluorescence; cells loaded with 200 µM oleic acid; inhibition, % at 12.5 µM; hit rate 0.66% among 230,000;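 active = pattern-corrected inhibition of lipid staining of at least 50% with the nuclear-stain viability signal not falling by more than 50%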;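 also: 0% = DMSO wells and 100% = triacsin C control wells; some results filed as inactive read as strong as hits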
TAG inh DAPI viability – also measured in TAG inh; calls as there; DAPI nuclei signal change (viability), lower = more cytotoxic, %;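 whole-well DAPI fluorescence read on a plate reader as a viability signal; minus 50 percent equals half of cells still viable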
The depositor's hits bear a star.

1. Cc1csc(NC(=O)C2CCCN(S(=O)(=O)c3cccnc3)C2)n1 (stereo not drawn)
2. Cc1ccc(NC(=O)COC(=O)Cn2cnc3ccccc32)c(C)c1
3. O=c1cc(Cn2nnc(-c3ccc(Cl)cc3)n2)nc2sccn12
4. CCn1c(COc2ccc(OC)cc2)nnc1SCC(=O)Nc1cc(OC)ccc1OC
5. CCNC(=S)Nc1cc(Cl)ccc1Oc1ccccc1
6. CCN1CCN(C(c2nnnn2Cc2ccc3c(c2)OCO3)C(C)C)CC1 (stereo not drawn)
assay / entry,1,2,3,4,5,6
TAG inh,-8.9,-6.3,27.0,34.4,-1.9,9.5
TAG inh DAPI viability,1.6,8.1,-14.9,-8.3,-3.8,-6.3

7. COc1ccc(Nc2nc(NCC3CCCO3)nc(N)c2[N+](=O)[O-])cc1 (stereo not drawn)
8. O=C(NCCCCNC(=O)C(F)(F)F)C(F)(F)F
9. O=[N+]([O-])c1ccccc1CNC1CCCCCC1
10. CCN(c1ccccc1)c1nc(C#N)nc(N(CC)c2ccccc2)n1
11. CN=c1scc(C)n1/N=C/c1ccc2c(c1)OCO2
12. CC1Cc2cc(/C(O)=C3/C(=O)C(=O)N(Cc4ccco4)C3c3cccs3)ccc2O1 (stereo not drawn)
assay / entry,7,8,9,10,11,12
TAG inh,-8.8,8.0,-2.0,15.5,-8.9,10.9
TAG inh DAPI viability,8.9,-6.1,5.3,0.0,6.0,-0.3

13. O=C(NCCCN1CCOCC1)c1sc2cc([N+](=O)[O-])ccc2c1Cl
14. Cc1c(/C=N/NC(=O)c2cccs2)c2ccccc2n1Cc1ccccc1Cl
15. CC1CC(=O)Nc2ccccc2N1S(=O)(=O)c1ccc(Br)cc1 (stereo not drawn)
16. CCOC(=O)CSc1nc2ccccc2c(=O)n1CC(C)C
17. CC1CN(C(=O)c2ccc(OC3CCN(Cc4ccccn4)CC3)cc2)CCN1C (stereo not drawn)
18. Cc1cc(NC(=O)CSc2nc3ccccc3c(=O)n2-c2ccccc2)no1
assay / entry,13,14,15,16,17,18
TAG inh,-8.5,-15.8,1.9,-3.9,5.4,-6.3
TAG inh DAPI viability,6.1,-10.3,-1.3,-7.8,2.6,-0.3

19. Cc1cccc(OCCC(=O)Nc2cc(S(=O)(=O)N3CCCCC3)ccc2N2CCOCC2)c1
20. CC(NC(N)=O)C(=O)Nc1ccc(Cl)c(S(=O)(=O)Nc2ccc(Cl)cc2)c1 (stereo not drawn)
21. O=C(Cn1cc(C(=O)c2ccco2)c2ccccc21)NC1CCCC1
22. CC1=C(C(=O)Nc2ccccc2)C2(CCCCC2)C(C#N)=C(SCC(N)=O)N1
23. Cc1ccc(OCCOc2ccc(S(=O)(=O)N3CCCC3)cc2C(N)=O)cc1
24. COc1ccc(C(=O)NC(C)Cc2cnccn2)cc1OC1CCN(C(C)C)CC1 (stereo not drawn)
assay / entry,19,20,21,22,23,24
TAG inh,-8.6,15.9,3.1,3.7,-4.2,-11.5
TAG inh DAPI viability,0.1,-9.1,1.4,0.2,-1.3,6.5

25. COc1ccc(/C(C)=N\n2cnnc2)cc1
26. O=C(c1cc2cc([N+](=O)[O-])ccc2s1)N1CCOCC1
27. COCc1nnc(NC(=O)C2CC(=O)N(c3ccc(C)c(Cl)c3)C2)s1 (stereo not drawn)
28. O=C(COc1cccnc1[N+](=O)[O-])NCc1ccco1
29. COc1ccc(-c2nc3ccccc3s2)cc1
30. O=C(CSc1cccc[n+]1[O-])CSc1cccc[n+]1[O-]
assay / entry,25,26,27,28,29,30
TAG inh,-24.2,10.5,0.6,11.1,-4.3,13.6
TAG inh DAPI viability,2.4,-15.1,2.6,-13.9,4.4,-16.6

31. N#Cc1ccsc1NC(=O)C1=COCCO1
32. CCCCN(C(=O)c1ccc(N(C)S(=O)(=O)c2ccc(C)cc2)cc1)c1c(N)n(CCC)c(=O)[nH]c1=O
33. C/C(CC(=O)Nc1cc(Cl)ccc1C)=N\NC(N)=O
34. Cc1ccnc2c(N3C(=O)C4C5C=CC(C5)C4C3=O)cccc12 (stereo not drawn)
35. Cc1ccc(C(=O)Nc2cccc(C(=O)N3CCOCC3)c2)cc1Cl
36. CCOC(=O)c1ccc(N2CSC3=C(C#N)C(c4ccc(OC)cc4OC)CC(=O)N3C2)cc1 (stereo not drawn)
assay / entry,31,32,33,34,35,36
TAG inh,9.5,9.9,-5.5,17.0,34.7,-1.0
TAG inh DAPI viability,8.5,3.5,2.8,-5.9,6.5,2.1

37. Cc1ccc(S(=O)(=O)N2CCN(C(=O)COC(=O)/C=C/c3ccc(Cl)cc3)CC2)c(C)c1
38. COc1cc2ccccc2cc1C(=O)Nc1nnc(-c2ccncc2)o1
39. CC(C)(C)c1ccc(C(=O)NCC(=O)OCC(=O)NC(=O)NC2CCCC2)cc1
40. COc1ccccc1NC(=O)/C=C1\NC(=O)CS1
41. COc1ccc(N2CC(C(=O)Nc3nnc(SCCC4OCCO4)s3)CC2=O)cc1 (stereo not drawn)
42. Cc1cc(OCC(=O)NC(C)C)cc(C)c1Cl
assay / entry,37,38,39,40,41,42
TAG inh,-4.3,7.4,-7.8,-23.3,9.3,-2.7
TAG inh DAPI viability,3.7,-4.4,3.9,1.9,1.4,-8.1

43. O=C(NCc1ccco1)C(=O)NCC(c1ccco1)N1CCOCC1 (stereo not drawn)
44. Cc1ccccc1CNC(=O)c1ccccc1N(C)S(=O)(=O)c1ccccc1
45. CCOC(=O)[C@H]1[C@H]2COc3ccc(C)cc3[C@@H]2N2C(=O)c3cc(Br)ccc3NC(=O)[C@@]12C
46. COc1ccc(OCC(=O)NCCc2c[nH]c3ccccc23)cc1
47. CCOc1ccc2oc(C(=O)NCC(C)(C)CN(C)C)c(C)c2c1
48. COc1ccc(Cn2c(-c3ccc(C)cc3)nc3c(c(=O)c4ccccc4n3C)c2=O)cc1
assay / entry,43,44,45,46,47,48
TAG inh,-2.3,11.1,67.3*,-8.2,2.2,-21.7
TAG inh DAPI viability,3.2,-19.8,-11.9*,-5.2,-4.6,13.2

49. CSc1ccccc1NC(=S)NC1CCCCC1
50. Cn1c(NCc2ccccc2)nc2c1c(=O)n(Cc1ccc(Br)cc1)c(=O)n2C
51. COc1ccc(OC)c(Nc2nc3ccccc3n3cnnc23)c1
52. CC(C)N(Cc1nc(-c2ccc3c(c2)OCO3)no1)CC1CCC(=O)N1 (stereo not drawn)
53. CCc1cccc(CC)c1NC(=S)NCC(c1cccnc1)N(C)C (stereo not drawn)
54. COc1ccc(Cl)cc1NC(=S)N1CCC(c2ccc(C)cc2)C1 (stereo not drawn)
assay / entry,49,50,51,52,53,54
TAG inh,-8.1,4.9,11.9,12.5,-9.3,-4.7
TAG inh DAPI viability,-4.2,-5.8,20.7,-8.0,14.1,-9.1

55. O=C(c1ccco1)N1CCN(Cc2c(F)cccc2Cl)CC1
56. Cc1ccc(SCc2nnc(NC(=O)c3ccccc3)s2)cc1
57. Cc1ccc(C(=O)NNC(=S)NC(=O)c2ccco2)cc1
58. CN(CCc1cnn(C)c1)Cc1cn(C)nc1-c1ccccc1F
59. COc1ccc(/C=C/C(=O)OCC(=O)Nc2cccc(S(=O)(=O)NC3=NCCCCC3)c2)cc1
60. COc1c(C)cc(C(=O)C2CCCN(C(=O)c3ccc4[nH]ccc4c3)C2)cc1C (stereo not drawn)
assay / entry,55,56,57,58,59,60
TAG inh,16.5,27.6,6.5,-1.3,4.3,13.7
TAG inh DAPI viability,-13.0,-20.7,-4.5,3.6,6.3,-11.9

61. O=[N+]([O-])c1ccc(N2CCc3ccccc3C2)nc1
62. CC(=O)OCCN1c2ccccc2Sc2cnccc21
63. Cc1ccc(C(O)CN2C3=NCCN3c3ccccc32)cc1 (stereo not drawn)
64. COc1ccc(-c2cc(C(=O)NCc3cccc(C(F)(F)F)c3)[nH]n2)c(C)c1
65. Fc1ccc(-c2nc3c(-c4ccccc4)cnn3cc2CCN2CCOCC2)cc1
66. COc1ccc(OC)c(C(O)c2ncc(-c3ccc(C(F)(F)F)cc3)[nH]2)c1 (stereo not drawn)
assay / entry,61,62,63,64,65,66
TAG inh,-8.4,13.3,9.2,6.7,10.7,-3.6
TAG inh DAPI viability,0.3,6.4,4.0,-0.4,-6.3,2.6

Full records, looked up by structure. Order of values: TAG inh	TAG inh DAPI viability
`Fc1ccc(-c2nc3c(-c4ccccc4)cnn3cc2CCN2CCOCC2)cc1` reads 10.7	-6.3
`Cc1ccc(C(O)CN2C3=NCCN3c3ccccc32)cc1` (stereo not drawn) reads 9.2	4.0
`COc1ccc(OC)c(C(O)c2ncc(-c3ccc(C(F)(F)F)cc3)[nH]2)c1` (stereo not drawn) reads -3.6	2.6
`COc1ccc(-c2cc(C(=O)NCc3cccc(C(F)(F)F)c3)[nH]n2)c(C)c1` reads 6.7	-0.4

Six structures already listed, arranged by count of non-hydrogen atoms, low to high:
61. O=[N+]([O-])c1ccc(N2CCc3ccccc3C2)nc1
62. CC(=O)OCCN1c2ccccc2Sc2cnccc21
63. Cc1ccc(C(O)CN2C3=NCCN3c3ccccc32)cc1 (stereo not drawn)
58. CN(CCc1cnn(C)c1)Cc1cn(C)nc1-c1ccccc1F
64. COc1ccc(-c2cc(C(=O)NCc3cccc(C(F)(F)F)c3)[nH]n2)c(C)c1
60. COc1c(C)cc(C(=O)C2CCCN(C(=O)c3ccc4[nH]ccc4c3)C2)cc1C (stereo not drawn)
assay / entry,61,62,63,58,64,60
TAG inh,-8.4,13.3,9.2,-1.3,6.7,13.7
TAG inh DAPI viability,0.3,6.4,4.0,3.6,-0.4,-11.9

Further compounds.
67. N=c1c2c(-c3ccccc3)c(-c3ccccc3)n(Cc3ccco3)c2ncn1Cc1ccco1
68. CN(CC(=O)Nc1cccc(F)c1)C(=O)CC1CCCCC1
69. C1=C[C@H]2CC[C@@H]1N(c1ccccc1)O2
70. O=C(Nc1nncs1)C1COc2ccccc2O1 (stereo not drawn)
71. CCN(CC(=O)Nc1ccc(NC(C)=O)cc1)C(=O)c1ccc(Sc2nncn2C)c([N+](=O)[O-])c1
72. O=C(O)C1CC(=O)N(Cc2ccccc2)C1 (stereo not drawn)
assay / entry,67,68,69,70,71,72
TAG inh,-12.1,-15.9,8.6,8.1,-2.9,0.1
TAG inh DAPI viability,31.7,0.7,-2.4,-1.8,5.6,0.7

73. CCSc1nnc(Cc2cc(=O)[nH]c(=O)[nH]2)n1-c1ccc(F)cc1
74. CN(C(=O)c1ccc(NC(=O)Cc2cccc(NC(=O)C3CCN(C(=O)C4CCC4)CC3)c2)cc1)C1CC1
75. O=c1oc(-c2ccccc2)nc2ccsc12
76. Cc1ccccc1S(=O)(=O)NC(=O)C1(C)CCN1C(=O)c1cccc2ccccc12 (stereo not drawn)
77. O=C(O)c1cccc(N2C(=O)c3cccc(Oc4ccc(Cl)cc4)c3C2=O)c1
78. CC(C)(C)C(=O)C(Cl)C(=O)Nc1ccccc1 (stereo not drawn)
assay / entry,73,74,75,76,77,78
TAG inh,-1.9,-4.0,-7.8,-17.3,-0.3,-2.7
TAG inh DAPI viability,-6.4,-0.3,4.5,5.5,-0.1,-1.1

79. COC(=O)c1c(-c2ccc(S(C)(=O)=O)cc2)sc2cc(OC)ccc12
80. CN(CC(=O)Nc1ccc(F)cc1)CC(=O)N(C)C1(C#N)CCCCC1
81. Cc1nc2sc(-c3ccccc3)cc2c(=O)n1N
82. COc1ccc(CNC(=O)/C=C/c2ccc(S(=O)(=O)N3CCOCC3)cc2)cc1
83. O=C(COC(=O)c1cc(Cl)cc(Cl)c1)NCCN1C(=O)CSC1=O
84. Cc1cn([C@H]2C[C@H](O)[C@@H](CNCc3ccccc3)O2)c(=O)[nH]c1=O
assay / entry,79,80,81,82,83,84
TAG inh,3.5,8.5,5.4,3.8,10.0,-3.2
TAG inh DAPI viability,188.3,-4.7,-1.9,-8.8,-2.8,-3.5

85. Cc1nc2ccccc2nc1OCc1ccc([N+](=O)[O-])cc1
86. CN(C)CCn1nnc2c(=O)oc3ccccc3c21
87. COc1ccc(-c2nnco2)cc1OC
88. CCN(CC(=O)Nc1ccc2c(c1)OCCO2)CC(=O)Nc1cc(C)on1
89. O=C(CCC1CCCC1)N1CCN(C(=O)c2ccco2)CC1
90. OC(c1ccccc1)c1nc(-c2cc(F)cc(F)c2)cs1 (stereo not drawn)
assay / entry,85,86,87,88,89,90
TAG inh,-2.0,-5.2,-9.7,22.3,1.6,-36.3
TAG inh DAPI viability,0.9,6.8,6.7,3.5,-2.5,2.4

91. CCOc1ccc2[nH]c(=O)c(CN(Cc3ccccc3)C(=O)N3CCCC3)cc2c1
92. CN(C)c1cc[n+](CC(=O)Nc2ccc([N+](=O)[O-])cc2Cl)cc1
93. O=C(N/N=C/c1ccncc1)c1cccc(N/N=C/c2ccncc2)c1
94. COc1ccccc1NC(=O)C1=C(C)Nc2ncnn2C1c1ccc(C)o1 (stereo not drawn)
95. Cc1cc(C(=O)NCc2nc(-c3ccccc3)no2)ccc1[N+](=O)[O-]
96. CC(C)(C)NC(=O)NC(=O)COC(=O)Cc1ccc(Cl)cc1Cl
97. C[C@H]1NC(=O)[C@]2(C)[C@@H](c3ccccc3)[C@H]3COc4ccccc4[C@H]3N2C1=O
assay / entry,91,92,93,94,95,96,97
TAG inh,-6.6,-25.0,1.3,2.7,-0.9,-0.1,1.0
TAG inh DAPI viability,2.0,0.9,4.6,-3.5,-5.9,-4.4,1.4

Assay outcomes deposited in PubChem by Sanford-Burnham Center for Chemical Genomics.

Some of the compounds tested; rates above refer to the full screens.
